GSK3B inh = blocks human GSK3beta kinase activity | GST-GSK3beta kinase, ADP-Glo luminescence, 60 min; hits give low values | activity score (negative = inhibition), % at 10 µM | actives 0.038% (n = 300,000);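 active = more than half of replicate wells score below -50%, meaning over 50% inhibition versus plate controls; inconclusive = some replicates but at most half score below -50%; inactive = no replicate scores below -50%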;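 note: 0% = median DMSO wells and -100% = median GW8510 positive control wells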
Target sequence (P49841 whole entry, looked up): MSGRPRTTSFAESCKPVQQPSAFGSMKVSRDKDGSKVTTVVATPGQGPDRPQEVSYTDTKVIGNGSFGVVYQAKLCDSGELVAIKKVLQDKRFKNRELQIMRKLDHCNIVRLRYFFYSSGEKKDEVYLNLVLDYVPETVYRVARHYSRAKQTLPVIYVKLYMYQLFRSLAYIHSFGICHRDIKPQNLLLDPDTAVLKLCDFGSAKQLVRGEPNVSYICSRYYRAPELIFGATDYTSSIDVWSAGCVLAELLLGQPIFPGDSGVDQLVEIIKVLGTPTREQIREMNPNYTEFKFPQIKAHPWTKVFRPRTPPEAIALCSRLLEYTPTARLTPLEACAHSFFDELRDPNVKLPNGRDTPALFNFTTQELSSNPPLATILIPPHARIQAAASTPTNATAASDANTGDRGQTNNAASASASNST
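Test system – GST-tagged human GSK3beta kinase, cell-free · Incubation – 60 min enzyme reaction, room temperature · Signal – ADP-Glo luminescence · Also added – peptide substrate and ATP at 25 µM · Controls – DMSO neutral wells and GW8510 at 20 µM as positive · Buffer or medium – Tris/MgCl2 kinase buffer · Measure – Luminescence-derived activity versus plate DMSO and GW8510 wells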
KCNK3 block = human KCNK3 channel inhibition, primary screen; O14649; CHO-KCNK3 thallium flux, FluxOR fluorescence; hits give low values; B-score at 10 µM; actives 0.84% (n = 340,000); AID 602410;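 active = B-score under library mean minus 4 SD, starting fluorescence ratio at most library mean plus 5 SD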;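 note: more negative B-score means stronger inhibition of thallium flux through KCNK3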
hERG rescue = compounds protecting human hERG from proarrhythmic drug block | Q12809 | CHO-hERG, FluxOR thallium flux, dofetilide IC70 present | activation (rescue from dofetilide block), less the hit threshold, % at 10 µM | actives 0.51% (n = 310,000);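 active = activation above the mean of controls blocked by dofetilide plus 5 SD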;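 note: thallium influx through hERG after potassium depolarization seen as dye fluorescence rise; in these data hits start at about 4.7%; inactives centre near -7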
PolyA inhibitor = yeast polyadenylation inhibition; S. cerevisiae SKY197-pL101 polyadenylation reporter, beta-gal luminescence; efflux-impaired pdr1/pdr3 knockout yeast; score 100 = 6 SD above DMSO; calls only at 12 µM; actives 0.02% (n = 300,000); AID 1875;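 active = lowest replicate activity score at least 50, where 100 means six control SD above control mean; inconclusive = lowest score under 50 but half or more replicates reach 50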;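 note: yeast exposed to compound for 9 h at 30 °C; higher score means more reporter readthrough which indicates perturbed polyadenylation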
KCNQ1 act = potentiates or activates the human KCNQ1 potassium channel. CHO-K1 KCNQ1, thallium flux FluxOR fluorescence; hits give high values. B-score at 10 µM. actives 0.35% (n = 310,000). AID 2648;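 active = fluorescence ratio B-score, a plate-corrected score, at least three library SD, with initial intensity B-score within 5 SD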
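Material: CHO-K1 cells stably expressing KCNQ1. Medium: assay buffer for compound exposure, DMSO matched across wells. Reagent: K+/Tl+ depolarizing stimulus. Compound dosing: single-concentration screen. Times: 37 °C overnight plating, 90-min dark dye load, 20-min compound pretreatment. Technique: FluxOR Tl+ flux fluorescence.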
KCNK9 inh = inhibitors of human KCNK9 two-pore domain potassium channel. Q9NPC2. HEK293 KCNK9, FluxOR thallium flux fluorescence; hits give low values. B-score at 10 µM. actives 1.2% (n = 310,000);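 active = ratio B-score over 3 SD below the library mean, with starting fluorescence within 5 SD of its mean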;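 note: negative B-score means less thallium flux so channel inhibition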
RGS4 pot = RGS4 potentiation or activation; HEK293 M3R/inducible RGS4, carbachol calcium flux Fluo4; hits give low values; B-score at 10 µM; actives 0.92% (n = 310,000); AID 463111;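 active = B-score of the integrated calcium signal more than 4 SD below the library mean, with starting fluorescence not abnormally high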;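 note: negative B-score means reduced calcium response which marks RGS4 activation or potentiation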
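Reagent: ECmax carbachol challenge; Test system: M3R-expressing HEK293 line, RGS4 induced by doxycycline; Schedule: overnight RGS4 induction, 30 min dye load 37 °C, 20 min compound RT; Detection: calcium dye Fluo4 fluorescence; Read-out: Agonist-evoked peak-minus-minimum fluorescence over baseline, integrated ratio, B score.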
KCNQ1 block = inhibitors of human KCNQ1 potassium channel. P51787. CHO-K1 KCNQ1, FluxOR thallium flux fluorescence; hits give high values. B-score at 10 µM. actives 1.3% (n = 310,000);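 active = compounds whose thallium flux B-score, printed positive for inhibition, exceeds three library SD while starting fluorescence stays within three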;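 note: channel opened by potassium depolarization with thallium stimulus after 20 min compound exposure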
HDAC3 inh = inhibitors of human histone deacetylase 3 | O15379 | recombinant HDAC3, fluorogenic peptide/trypsin coupled, fluorescence | inhibition, % at 8.3 µM | actives 0.15% (n = 320,000) | AID 2718; in the data active = inhibition above about 26%, passing the limit was not always enough; inconclusive = no clear call, values can overlap the other calls
Dyrk1A ADPGlo = blocks rat Dyrk1A kinase activity; Q63470; actives 0.43% (n = 310,000); inhibition, % at 12.5 µM; ADP-Glo luminescence, NFATc1 peptide; AID 504441; in the data active = inhibition above about 50%;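 note: plate controls were vehicle with enzyme for no effect and no enzyme for full effect; many of its hits are not listed in these tables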
GSK3 alpha inh = human GSK-3 alpha kinase inhibition | actives 0.1% (n = 320,000) | inhibition, % at 10 µM | ADP-Glo luminescence, 60 min | P49840 | AID 2650;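 in the data active = inhibition above about 50%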;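 note: GST-tagged GSK-3 alpha with peptide substrate and 25 µM ATP; 0% = DMSO neutral wells and 100% = GW8510 positive control wells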
Target sequence (P49840 whole entry, looked up): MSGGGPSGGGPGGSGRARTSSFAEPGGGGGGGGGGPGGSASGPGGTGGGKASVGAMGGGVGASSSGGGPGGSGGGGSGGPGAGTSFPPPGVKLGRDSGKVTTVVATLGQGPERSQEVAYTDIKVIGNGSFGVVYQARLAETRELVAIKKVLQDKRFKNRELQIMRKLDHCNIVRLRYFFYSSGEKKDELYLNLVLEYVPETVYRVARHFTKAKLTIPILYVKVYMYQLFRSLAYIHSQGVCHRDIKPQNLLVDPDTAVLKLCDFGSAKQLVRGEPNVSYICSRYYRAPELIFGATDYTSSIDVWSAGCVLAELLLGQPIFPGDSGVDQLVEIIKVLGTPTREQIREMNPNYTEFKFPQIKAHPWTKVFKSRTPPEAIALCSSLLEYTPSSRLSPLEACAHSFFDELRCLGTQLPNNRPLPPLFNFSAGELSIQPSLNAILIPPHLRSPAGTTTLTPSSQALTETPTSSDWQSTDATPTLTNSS
Numbers without * were called inactive; i = inactive; ? = inconclusive; / = not tested or not shown. The list is partial; count on the stated rates, not on these rows.

SMILES	GSK3B inh	KCNK3 block	hERG rescue	PolyA inhibitor	KCNQ1 act	KCNK9 inh	RGS4 pot	KCNQ1 block	HDAC3 inh	Dyrk1A ADPGlo	GSK3 alpha inh
O=C(CN1C(=O)NC2(CCCCC2)C1=O)NC1CCCc2ccccc21 (centres undefined)	1	i	-10	i	i	i	i	i	/	4	/
CC(CCc1ccccc1)NC(=O)c1nnc(Cc2ccc(Cl)cc2)o1 (centres undefined)	2	i	-9	i	i	i	i	i	3	3	6
Cc1ccc2[nH]c(CN3CCC(CO)(CC4CCCCO4)CC3)c(C)c2c1 (centres undefined)	2	i	-16	i	i	i	i	i	-4	1	6
COc1ccc2nc3oc(C(=O)N4CC(C)CC(C)C4)cc3cc2c1 (centres undefined)	/	i	-7	i	i	i	i	i	-37	3	-1
COc1ccc(C(C(=O)NC(C)(C)C)N(C(=O)CCC(=O)Nc2cc(C)on2)c2c(C)cccc2C)cc1 (centres undefined)	1	i	-4	i	i	i	i	i	-3	-1	-2
COc1ccc(C(=O)O/N=C/c2ccc(S(=O)c3ccc(Cl)cc3)nc2)cc1 (centres undefined)	-5	i	-4	i	i	i	i	i	-10	-3	0
CC(=O)C1C(=O)C=C(c2ccco2)CC1c1ccccc1 (centres undefined)	-1	i	-5	i	i	i	i	i	4	5	0
O=C(O)c1cccnc1SCC(=O)N1CCCCCC1	0	i	-9	i	i	i	i	i	-6	1	-5
Cc1nc2cc(NC(=O)CS(=O)(=O)c3ccc(F)cc3)ccc2s1	2	i	-10	i	i	i	i	i	5	4	-2
O=C(Nc1ccccc1N1CCOCC1)c1cc(F)cc(F)c1	2	i	-10	i	i	i	i	i	0	0	-2
O=C(NCc1ccncc1)C(F)(F)C(F)(F)C(=O)NCc1ccncc1	0	i	-8	i	i	i	i	i	0	-5	1
COc1ccc(-n2c(O)c(/C=N/NS(=O)(=O)c3ccc(C)cc3)c3ccccc3c2=O)cc1OC	3	i	-7	i	i	i	-7*	i	/	-1	/
O=C(Nc1ccc(Cl)cc1)c1ccc2snnc2c1	1	i	-13	i	i	i	i	i	1	1	2
COc1ccccc1N1CCN(CCCNC(=O)Nc2ccccc2C)CC1	-2	i	-13	i	i	i	i	i	-1	-7	-2
COCCSc1ccccc1C(=O)Nc1cccnc1	3	i	-8	i	i	i	i	i	-1	0	-18
COC(=O)c1sc(N)c(C(=O)OC)c1Cn1ncc(Cl)c(Cl)c1=O	-2	i	-1	i	i	i	i	i	/	5	3
Cc1ccc(C2=NS(=O)(=O)N(C)C(C(=O)Nc3ccc(F)cc3F)=C2)cc1	1	i	-6	/	i	i	i	i	14	1	-1
C=CCNc1nc2ccccc2nc1NS(=O)(=O)c1ccc(F)cc1	-1	i	-9	i	i	i	i	i	-3	-3	1
COc1cc(/C=N/NC(=O)c2c(-c3c(Cl)cccc3Cl)noc2C)ccc1OCC(N)=O	-1	i	-5	i	i	i	i	i	/	-5	/
CCC(=O)Nc1cccc(NC(=O)c2ccccc2Br)c1	3	i	3	i	i	i	i	i	2	0	0
Cc1ccn2c(C(=O)CSc3ccccc3)c(C)nc2c1	0	i	-16	i	i	i	i	i	6	-5	-3
CC(C)c1ccc(OCC(O)CN2CCCC2)cc1 (centres undefined)	-24	i	-6	i	i	i	i	i	3	15	-1
CCc1nnc(NC(=O)C2CCCN(c3nc4ccccc4s3)C2)s1 (centres undefined)	1	i	-9	i	i	i	i	i	-6	-2	-4
CC(C)OCCCNC(=O)C1CCN(S(=O)(=O)c2ccc3nc4c(c(C(=O)O)c3c2)CCCCC4)CC1	-2	i	-4	/	i	i	i	i	-8	0	1

Brought forward from above: 2 entries, then new ones.
SMILES	GSK3B inh	KCNK3 block	hERG rescue	PolyA inhibitor	KCNQ1 act	KCNK9 inh	RGS4 pot	KCNQ1 block	HDAC3 inh	Dyrk1A ADPGlo	GSK3 alpha inh
CCc1nnc(NC(=O)C2CCCN(c3nc4ccccc4s3)C2)s1 (centres undefined)	1	i	-9	i	i	i	i	i	-6	-2	-4
CC(C)OCCCNC(=O)C1CCN(S(=O)(=O)c2ccc3nc4c(c(C(=O)O)c3c2)CCCCC4)CC1	-2	i	-4	/	i	i	i	i	-8	0	1
O=C(c1cccc(F)c1)N1CCCC(C(=O)N2CCCC2)C1 (centres undefined)	-4	i	-7	i	i	i	i	i	10	3	-2
Cc1cc(=O)[nH]c(SCC(=O)NCCC2=CCCCC2)n1	2	i	-14	i	i	i	i	i	-3	-1	0
Cc1ccc(NC(=O)CN(C)Cc2cc(=O)n3ccsc3n2)cc1	1	i	-12	i	i	i	i	i	-1	-5	-4
CN1CCN(C(=S)c2ccc(Br)cc2)CC1	-1	i	-8	i	i	i	i	i	9	-1	-1
COc1ccc(C(=O)Nn2c(SCC(=O)NCc3ccco3)nc3ccccc3c2=O)cc1	1	i	-3	i	i	i	i	i	-1	-2	-2
COc1cc(/C=C2/C(=O)NN(c3ccc(Cl)c(Cl)c3)C2=O)cc([N+](=O)[O-])c1O	1	i	6.2*	i	i	i	i	i	/	-1	-1
COc1cccc(/C=N/NC(=S)Nc2cccnc2)c1	-1	i	-13	i	i	i	i	i	-3	1	5
O=C(CCS(=O)(=O)c1ccc(Cl)cc1)Nc1nc(-c2ccncc2)cs1	1	i	-4	i	i	i	i	i	-3	37	4
O=C(CCCN1C(=O)/C(=C\c2cccs2)SC1=S)Nc1ccc(C(=O)O)cc1	0	i	-4	i	i	i	i	i	0	-2	-5
O=C(N/N=C\c1ccc([N+](=O)[O-])s1)c1cncc(Br)c1	3	i	-7	i	i	i	i	i	4	5	0
C(=N\N(c1ccccc1)c1ccccc1)/c1ccc2c(c1)OCO2	1	i	-3	i	i	i	i	i	0	-1	-2
Cc1ccc(C)c(NS(=O)(=O)c2ccc3oc(=O)ccc3c2)c1	-23	i	-9	i	i	i	i	i	6	-3	2
N#CCSc1nc(-c2ccccc2)cs1	3	i	-2	i	i	i	i	i	-1	5	-1
CS(=O)(=O)c1nc([N+](=O)[O-])nn1CCCc1ccccc1	-6	i	-11	i	i	i	i	i	-3	/	-2
COc1ccc(OC)c2c(N3CCN(C)CC3)cc(C(F)(F)F)nc12	-14	i	-6	i	i	i	i	i	-5	4	0
Cc1ccc(N2C(=O)N(CC(=O)Nc3ccccc3C)C(=O)C2C)cc1 (centres undefined)	0	i	-8	i	i	i	i	i	0	-5	/
COc1ccc(OC)c2sc(N3CCN(C(=O)c4ccc5ncsc5c4)CC3)nc12	0	i	-5	i	i	i	i	i	-5	18	0
COC(=O)N1C(=O)[C@](CC(C)C)(c2ccccc2)N1C(=O)OC	-3	i	0	i	i	i	i	i	8	/	-6
COc1ccccc1N1CCN(C(=O)COc2ccc(S(=O)(=O)NC(C)C)cc2)CC1	-1	i	-9	i	i	i	i	i	-2	-2	-2
Cc1cc(F)ccc1NCC(=O)Nc1ccc(Br)cc1C	2	i	-4	i	i	i	i	i	7	4	-1
Cc1nn(CC(=O)NCc2ccccc2Cl)c(C)c1[N+](=O)[O-]	-2	i	0	i	i	i	i	i	1	5	-4
Cc1c(NC(=O)c2cc(-c3ccc(Cl)c(Cl)c3)on2)c(=O)n(-c2ccccc2)n1C	-2	i	-6	i	i	i	i	i	-5	-3	-1
Cc1cccc(C(=O)Nc2scc(CC(C)C)c2C(=O)O)c1	5	i	-3	i	i	i	i	i	-2	-3	-10
CCOc1ccc(C2C(C(=O)NC)=C(C)Nc3nc4ccccc4n32)cc1OC (centres undefined)	2	i	-6	i	i	i	i	i	5	14	2
COc1cc(/C=N/n2c(=S)[nH]nc(C)c2=O)cc([N+](=O)[O-])c1O	0	i	-9	i	i	i	i	i	4	-6	-2
CCN(Cc1cc2cc(OC)ccc2[nH]c1=O)C(=O)c1ccncc1	-1	i	-8	i	i	i	i	i	-1	-5	-2
Cc1noc(C)c1C(=O)NCCCN1CCCC1=O	-2	i	0	i	i	i	i	i	-3	1	0
CCc1ccc(N=C2N=C(N)c3ccccc32)cc1	0	i	-13	i	i	i	i	i	-2	3	1
NC(=O)c1cc(S(=O)(=O)N2CCCC2)ccc1OCc1ccc(F)cc1	0	i	-8	i	i	i	i	i	-3	-1	-1
CC(C)CN(C(=O)c1ccc(Br)o1)C1CCS(=O)(=O)C1 (centres undefined)	-5	i	-7	i	i	i	i	i	?	18	-2
N#Cc1c(Cl)nc2c(c1C#N)CCCC2	1	i	-9	i	i	i	i	i	-1	1	-1
CC(C)(C)OC(=O)[C@H](Cc1ccccc1)NC(=O)c1nc[nH]c1C(=O)NCC(=O)OCc1ccccc1	5	i	-11	/	i	i	i	i	?	-10	-3
CC(=O)N1CCC(N(CCN2CCOCC2)C(=S)Nc2ccccc2C)CC1	2	i	-6	i	i	i	i	i	8	0	2
Cc1cc(NC(=O)CSc2ncn[nH]2)no1	6	i	-9	i	i	i	i	i	0	-1	4
O=C(c1ccccc1F)N1C(=O)c2cccc3cccc1c23	1	i	-6	i	i	i	i	i	-3	/	-1
N#C/C(C(N)=O)=C1/SC=C(c2ccccc2)N1c1ccccc1	2	i	-12	i	i	i	i	i	-3	/	-1
Cc1onc(-c2ccccc2Cl)c1C(=O)N1CCCCC1C(=O)O (centres undefined)	0	i	-1	i	i	i	i	i	-7	-2	-4
Cc1ccc2c(C(=O)CN3CCSCC3)c(C)[nH]c2c1	-2	i	-3	/	i	i	i	i	-5	-1	0
Cc1nn(C)cc1/C=N/NC(=S)Nc1ccc(Cl)cc1Cl	-10	i	-6	i	i	i	i	i	7	-1	0
COc1cc(C(=O)NCc2nc(C)cs2)ccc1OC1CCN(C(C)=O)CC1	3	i	-5	i	i	i	i	i	-9	0	0
O=C(NCc1cccc(C(F)(F)F)c1)c1cccc(Cl)c1Cl	-1	i	-12	i	i	i	i	i	15	8	3
COc1ccccc1-n1ccnc(SCC(=O)NCc2ccccc2Cl)c1=O	1	i	-7	i	i	i	i	i	/	-7	/
Nc1ccccc1C(=O)Nc1nccs1	1	i	-3	i	i	i	i	i	-16	0	2
O=C(Nc1cc(S(=O)(=O)N2CCOCC2)ccc1N1CCCC1)c1ccc2c(c1)S(=O)(=O)c1ccccc1C2=O	1	i	-17	i	i	i	i	i	-3	5	4
